# Screening results as filed in PubChem.
# WRN inhibitor: blocks human WRN helicase; 0.46% of 360,000 active; Q14191; Potency, µM (top dose mostly 114 µM), inactives show top-dose activity change, negative = inhibition, most hits filed as inhibitors; AID 651768; WRN helicase unwinding, fluorescent forked duplex, kinetic; also: potency is read from the fitted curve at half-maximal effect; % is scaled to controls: 0 for no effect and ±100 for the full control effect; nearly all actives have a fitted effect of over 55% in size
# Target sequence (Q14191 whole entry, looked up): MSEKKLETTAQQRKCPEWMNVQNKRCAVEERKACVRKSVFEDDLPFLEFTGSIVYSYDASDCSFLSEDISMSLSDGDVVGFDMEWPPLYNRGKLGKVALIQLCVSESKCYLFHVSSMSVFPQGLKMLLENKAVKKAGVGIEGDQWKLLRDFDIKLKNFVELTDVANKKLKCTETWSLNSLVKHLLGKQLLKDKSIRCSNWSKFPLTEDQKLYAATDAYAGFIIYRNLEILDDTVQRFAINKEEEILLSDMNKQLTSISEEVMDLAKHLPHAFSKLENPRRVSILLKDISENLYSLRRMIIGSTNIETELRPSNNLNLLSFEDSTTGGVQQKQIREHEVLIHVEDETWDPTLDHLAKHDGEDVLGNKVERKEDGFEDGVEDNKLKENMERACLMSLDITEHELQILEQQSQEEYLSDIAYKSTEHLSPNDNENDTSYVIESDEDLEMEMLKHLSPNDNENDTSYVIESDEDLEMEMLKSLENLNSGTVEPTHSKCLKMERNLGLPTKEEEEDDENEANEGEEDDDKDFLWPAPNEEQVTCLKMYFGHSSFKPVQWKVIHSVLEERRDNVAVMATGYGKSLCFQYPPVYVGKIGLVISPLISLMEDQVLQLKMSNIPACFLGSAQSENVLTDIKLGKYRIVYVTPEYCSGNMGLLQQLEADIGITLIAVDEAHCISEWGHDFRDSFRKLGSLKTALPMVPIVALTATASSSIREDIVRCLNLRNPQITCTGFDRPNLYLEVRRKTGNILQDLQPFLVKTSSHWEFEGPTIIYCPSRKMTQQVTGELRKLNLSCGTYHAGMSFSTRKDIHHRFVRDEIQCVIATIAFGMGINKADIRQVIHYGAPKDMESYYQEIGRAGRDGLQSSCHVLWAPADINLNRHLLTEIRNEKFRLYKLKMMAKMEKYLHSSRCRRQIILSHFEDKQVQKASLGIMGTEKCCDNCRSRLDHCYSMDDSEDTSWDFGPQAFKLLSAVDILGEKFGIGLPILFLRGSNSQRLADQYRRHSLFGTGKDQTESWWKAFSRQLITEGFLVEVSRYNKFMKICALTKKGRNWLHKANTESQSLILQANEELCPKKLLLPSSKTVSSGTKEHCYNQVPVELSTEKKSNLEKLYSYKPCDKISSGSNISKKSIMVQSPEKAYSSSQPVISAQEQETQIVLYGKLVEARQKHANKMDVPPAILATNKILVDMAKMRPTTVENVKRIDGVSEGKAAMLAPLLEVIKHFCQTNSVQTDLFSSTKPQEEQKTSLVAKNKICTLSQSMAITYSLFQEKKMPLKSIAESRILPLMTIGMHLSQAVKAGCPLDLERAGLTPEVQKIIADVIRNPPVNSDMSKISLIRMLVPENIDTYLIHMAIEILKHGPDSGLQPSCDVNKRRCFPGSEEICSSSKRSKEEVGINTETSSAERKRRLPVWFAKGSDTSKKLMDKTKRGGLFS
#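 WRN at 20 nM final preincubated with compound 15 min at room temperature; reaction started with 100 nM fluorophore/quencher forked duplex oligonucleotide and 2 mM ATP final. Unwinding followed kinetically by red fluorescence (ex 525, em 598 nm).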
# EPAC2 antag: EPAC2 (human) antagonism. Q8WZA2. EPAC2 GEF exchange of Rap1B-BODIPY-GDP, fluorescence. Potency, µM (doses to about 114 µM), without a hit: at the highest dose activity, negative = inhibition, hits mostly inhibitors. 0.18% of 360,000 active. AID 720708; also: potency is read from the fitted curve at half-maximal effect; % is scaled to controls: 0 for no effect and ±100 for the full control effect; nearly all actives have a fitted effect of over 45% in size; many of its hits are not listed in these tables
# EPAC1 antagonist: antagonists of human EPAC1. 0.14% of 360,000 active. O95398. Potency, µM (doses to about 115 µM), without a hit: top-dose activity change, negative = inhibition, most hits filed as inhibitors. EPAC1 GEF assay, Rap1b-BODIPY-GDP exchange fluorescence;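 also: potency is read from the fitted curve at half-maximal effect; plate controls were vehicle for no effect and positive control for full effect; nearly all actives have a fitted effect of over 50% in size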
# PI5P4Ka inh: blocks human PI5P4K alpha kinase activity; 1.2% of 330,000 active; max response, %; P48426; PI5P4Kalpha enzyme, ADP-Glo luminescence, 60 min; hits give low values; AID 652105; active = max response of -50% or lower; inconclusive = between -30% and -50%; inactive = -30% or higher; also: value at the top dose of about 77 µM; % is scaled to controls: 0 for no effect and ±100 for the full control effect
#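 Luminescence from ADP-Glo served as readout of PI5P4Kalpha activity in a qHTS format. Reaction: enzyme, substrate, compound, ATP at 5 microM final, 60 min at RT.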
# EPAC1 agonist: activates human EPAC1 exchange factor; AID 720707; EPAC1 agonist qHTS, biochemical assay; response scale: 100% = response to 6.5 mM cAMP; Potency, µM (highest dose often 154 µM), for inactives: top-dose activation, most hits filed as activators; 0.073% of 360,000 active; also: potency is read from the fitted curve at half-maximal effect; nearly all actives have a fitted effect of over 60% in size
#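 Nucleotide exchange by EPAC1 (100 nM) on Rap1B–BODIPY-GDP (250 nM) in the presence of 50 uM GDP is tracked fluorescently at 480/540 nm over 30 min. Signals are normalized to a 6.5 mM cAMP control.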
# MmCpn inh: inhibitors of Methanococcus maripaludis chaperonin (MmCpn). purified Mm-Cpn ATPase, ADP Transcreener TR-FRET. AID 504842. Potency, µM (series often up to 76.9 µM), for the others: at the highest dose activity, negative = inhibition, usual class: inhibitors. 0.031% of 330,000 active; also: potency is read from the fitted curve at half-maximal effect; % is scaled to controls: 0 for no effect and ±100 for the full control effect; nearly all actives have a fitted effect of over 80% in size
#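 TR-FRET (320 nm excitation; 590 and 665 nm emission) reports ADP made from 10 uM ATP by 25 nM enzyme; compounds were preincubated 10 min, reaction run 30 min, both at 37°C.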
# PLK1 PBD block: inhibitors of human PLK1 polo-box domain binding; P53350; Plk1 PBD binding of FITC phosphopeptide, fluorescence polarization; Potency, µM, for inactives: max response, negative = inhibition, actives largely listed as inhibitors; 2.8% of 360,000 active; also: potency is read from the fitted curve at half-maximal effect; series mostly up to about 57 µM; % is scaled to controls: 0 for no effect and ±100 for the full control effect; nearly all actives have a fitted effect of over 65% in size
# CCT chaperon mod: changes cytosolic chaperonin activity; purified chaperonin ATPase assay, HTRF ADP detection, 30 min; 0.3% of 360,000 active; activity change, % (test concentration not listed), hits read low; in the data active = activity change below about -30%; also: % is scaled to controls: 0 for no effect and ±100 for the full control effect
#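 TRiC at 40 or 20 nM final (batch-dependent) in 30 mM Tris pH 7.4, 100 mM KCl, 5 mM MgCl2, 1 mM DTT, with compound at single 76 uM and 10 uM ATP, 30 min at 37 deg C. ADP detected by HTRF Transcreener, 665/615 ratio.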
# The depositor's hits bear a star; ? = inconclusive; . = no result given; [ ] = another dose, or the depositor's remark. Unless noted, calls follow the shape of the dose curve; as a rule, active = well fitted curve in the direction sought with a large enough effect; inconclusive = small, poorly fitted or top-dose-only effect, or another doubt; inactive = no such curve, though single readings can be large; an effect the other way counts as inactive or inconclusive. The list is partial. The share of hits here may be higher or lower than overall.
# A first look, 2 compounds:
# Every second line gives: WRN inhibitor	EPAC2 antag	EPAC1 antagonist	PI5P4Ka inh	EPAC1 agonist	MmCpn inh	PLK1 PBD block	CCT chaperon mod
Cc1nn(C)cc1C(C(=O)NC1CCCCC1)N(Cc1ccccc1Cl)C(=O)c1cnccn1 (stereo not drawn)
    -3%	4%	-3%	4	5%	5%	1%	-2.5
O=C(NCc1cccnc1)c1cn(-c2ccccc2)nc1-c1cccs1
    -12%	-9%	-13%	.	8%	-2%	-9%	-2.4

# Results, from the first entry:
# Every second line gives: WRN inhibitor	EPAC2 antag	EPAC1 antagonist	PI5P4Ka inh	EPAC1 agonist	MmCpn inh	PLK1 PBD block	CCT chaperon mod
Cc1nn(C)cc1C(C(=O)NC1CCCCC1)N(Cc1ccccc1Cl)C(=O)c1cnccn1 (stereo not drawn)
    -3%	4%	-3%	4	5%	5%	1%	-2.5
O=C(NCc1cccnc1)c1cn(-c2ccccc2)nc1-c1cccs1
    -12%	-9%	-13%	.	8%	-2%	-9%	-2.4
COc1ccc(/C=N/NC(=O)c2ccc3nc[nH]c3c2)c(OC)c1OC
    -11%	-9%	-14%	6	8%	0%	-5%	-0.4
Cc1cccc(C(=O)NC(=S)NNC(=O)COc2c(C)cccc2C)c1
    -6%[57.1 µM]	-7%	-9%	1	2%	-5%	-21%	0.3
O=C1NC[C@H](CCCCN2CCN(CCc3ccccc3)C(=O)C2=O)N(CCC2CCCCC2)C1=O
    0%	3%	-6%	-1	9%	.	-4%	-1.4
COc1ccccc1CCC(=O)N1CCC(n2nccc2NC(=O)C2CCOC2)CC1 (stereo not drawn)
    -6%	3%	10%	8	10%	2%	-7%	0.3
COc1ccc2nc(NC(=O)C3CCCN3S(=O)(=O)c3ccc(C)cc3)sc2c1 (stereo not drawn)
    -14%	9%	-8%	13	12%	0%	-5%	3.5
O=C(NN=C1c2ccccc2-c2ccccc21)c1cccc(Br)c1
    2%	-3%	-10%	22	-1%	-2%	0%	-0.6
CNC(=O)c1c(NC(=O)CCS(=O)(=O)c2ccccc2)sc(C)c1C
    -11%	5%	-6%	2	-3%	0%	2%	0.3
Fc1ccccc1NC(=S)N1CCN(c2ccccn2)CC1
    2%	5%	-21%	0	-6%	-4%	3%	-1.7
CC1CCOC2(O1)C(=O)N(CN1CCN(c3cccc(Cl)c3)CC1)c1ccccc12 (stereo not drawn)
    -5%	-2%	3%	1	1%	1%	-6%	-1.3
CC(C)C(=O)Nc1ccc(NC(=O)c2ccc3c(c2)OCO3)cc1
    5%	2%	-18%	3	-2%	-1%	0%	-0.3
CCOC(=O)N1CCC(NCCNC(=O)c2ccc(F)cc2)CC1
    5%	2%	-1%	4	-10%	-1%	7%	0.2
O=C(CSc1nnc(NC(=O)c2cccc(F)c2)s1)NC1CC1
    2%	2%	-13%	-8	5%	1%	-8%	-2.0
CC(=O)Nc1sc(/C(C#N)=C/c2ccc(Cl)c(Cl)c2)nc1-c1ccc(C)cc1
    -23%	131%[activator]	83%[activator]	11	12%	-5%	27%	-0.4
N#Cc1ccccc1S(=O)(=O)N1CCN(c2nc(-c3ccccc3)nc3ccccc23)CC1
    5%	-2%	-4%	6	-6%	.	-4%	-0.5
O=C(Nn1cnnc1)c1cc2cc(Br)ccc2oc1=O
    -12%	4%	-3%	.	8%	2%	-9%	0.9
Cc1ccc(CCSc2ccc(C(C)C)cc2)cn1
    0%	-8%	-14%	27	-3%	-1%	?	3.1
COc1ccc(C)cc1S(=O)(=O)Nc1cccc(-c2cn3cccnc3n2)c1
    ?	-1%	-9%	2	-12%	-4%	-10%	-4.2
CC1CC(C)CN(S(=O)(=O)N2CCCC(C(=O)NC3CCCCC3)C2)C1 (stereo not drawn)
    -2%	-4%	1%	-1	2%	0%	-7%	-1.1
O=C(Nc1ccc(/C=C/c2nc3ccccc3o2)cc1)c1ccc(F)cc1
    1%	-1%	-6%	-14	1%	0%	-3%	-1.5
CCCn1c(SCC(=O)N2CCCC(C)C2)nnc1-c1cccnc1 (stereo not drawn)
    8%	8%	-6%	-6	0%	-2%	30µM*	0.5
CC[C@]12c3[nH]c4ccc(Cl)cc4c3CCN1C(=O)[C@@H](CC(=O)NCCc1ccccn1)C[C@@H]2C(=O)N1CCN(C(=O)c2ccco2)CC1
    -10%	-16%	-18%	4	2%	1%	-14%	0.1
CCCCN1CCc2[nH]c(=S)[nH]c(=O)c2C1
    -5%	-2%	0%	0	-4%	1%	-3%	-0.9
O=C(COC(=O)CC1CC2CCC1C2)NCc1ccc(Cl)cc1 (stereo not drawn)
    5%	-16%	-13%	-2	5%	0%	-10%	-4.5
Cc1ccc(C(C[N+](=O)[O-])c2c(N)n(C)c(=O)n(C)c2=O)cc1 (stereo not drawn)
    -3%	8%	-7%	10	-3%	0%	-17%	0.3
Fc1cccc(C2NN=C(c3ccccc3)S2)c1 (stereo not drawn)
    -11%	-6%	-18%	-3	-5%	-4%	?	-7.4
Cc1cccc(CN2CCN(CC(=O)NCc3cccs3)C2=O)c1
    8%	3%	-2%	-8	5%	2%	-12%	0.9
C/C(CC(=O)NCc1ccc(F)cc1)=N\NC(N)=S
    9%	1%	-5%	-16	10%	-1%	-29%	-1.3
CN(C)S(=O)(=O)N1CCC(Oc2ccc(C(=O)NCc3cnn(C)c3)cc2)CC1
    13%	2%	-4%	3	-10%	-6%	-4%	3.3
Cc1cc(C(=O)COc2ccccc2C(N)=O)c(C)n1C1CC1
    9%	-2%	0%	-15	-5%	1%	-7%	-0.4
O=C(CCC(=O)c1cccs1)Nc1ccc(F)c(F)c1F
    2%	8%	-13%	?	-7%	-9%	-5%	-2.0
CC1(C)CC2CC(C)(CN2Cc2cccc([N+](=O)[O-])c2)C1 (stereo not drawn)
    1%	-2%	8%	1	1%	2%	-2%	-0.9
O=C(NC1CCCC1)c1cc(-c2ccccc2O)on1
    ?	3%	-2%	-12	4%	0%	-8%	-1.3
O=C(COC(=O)c1cccc(Cl)c1)NCc1ccccc1
    6%	2%	3%	0	-2%	2%	1%	-0.4
CCN(CC)CC(=O)Nc1cccc(S(=O)(=O)N2CCCC2)c1
    -3%	-4%	-22%	1	-1%	0%	-13%	-1.0
C=CCn1c(CNS(=O)(=O)c2ccc(Cl)cc2)n[nH]c1=S
    -4%	2%	-3%	-3	-1%	-1%	-20%	-1.1
CC(C)(C)OC(=O)N[C@@H](COCc1ccccc1)C(=O)N[C@@H](CO)[C@H](O)[C@@H]1C[C@@H]1C(=O)NC1CC1
    4%	13%	-16%	0	-1%	2%	-13%	-1.4
Cc1ccc(CSC2=Nc3ccccc3C3=NC(CCC(=O)NCc4ccco4)C(=O)N23)cc1 (stereo not drawn)
    1%	-1%	-1%	-10	11%	-5%	-18%	0.9
CCN(C(=O)Cn1nnc(-c2ccccc2)n1)C1CCS(=O)(=O)C1 (stereo not drawn)
    -2%	24%	-4%	-6	3%	2%	-9%	3.5
N#CCCN1CCN(C(CNS(=O)(=O)c2ccc(Cl)cc2)c2ccccc2)CC1 (stereo not drawn)
    -1%	-5%	5%	1	-6%	0%	-5%	1.2
O=C(Nc1ccccc1)c1c(F)cccc1F
    -4%	0%	-5%	.	7%	4%	0%	-1.2
Cc1ccc(SC(C)C(=O)Nc2ccc(S(=O)(=O)N3CCOCC3)cc2)cc1 (stereo not drawn)
    -5%	-7%	-13%	.	21%	0%	6%	-2.1
CCc1nnc(NC(=O)c2ccc(Cl)c(S(=O)(=O)N3CCc4ccccc4C3)c2)s1
    4%	2%	4%	-6	3%	-18%	-9%	-5.6
CCN(CC)c1ccc(NC(=O)c2ccc(NC(=O)C3CCCO3)cc2)c(C)c1 (stereo not drawn)
    6%	11%	9%	.	-2%	-7%	2%	-1.6
COc1ccc(C(=O)NCCCCNC(=O)c2ccc(OC)c(OC)c2)cc1OC
    7%	0%	-2%	1	-2%	-1%	6%	-0.9
O=[N+]([O-])c1ccc2nnn(O)c2c1
    -1%	13%	-5%	-13	-11%	-1%	-1%	2.2
O=C(NCc1ccc2c(c1)OCO2)c1ccc2c(c1)C(=O)N(CC1CCCO1)C2=O (stereo not drawn)
    -17%	-4%	1%	-2	11%	-3%	-10%	-7.5
O=C(c1cc2ccccc2cc1O)N1CCN(c2ccc([N+](=O)[O-])cc2)CC1
    7%[11.6 µM]	14%	-9%	-3	-13%	0%	-9%	0.2
CCOC(=O)C1=C(Cn2cnc3ccccc32)NC(=O)NC1c1ccc(OC)cc1 (stereo not drawn)
    -10%	-8%	-5%	.	4%	1%	-6%	-1.4
CCCOc1ccc(CNC(=O)CCC(=O)n2ncc3cc(C)ccc32)cc1
    8%	8%	-1%	5	-14%	0%	-22%	-0.8
CCCCCCCN1C(Nc2ccccc2)=NC[C@@H]1C
    4%	23%	-16%	-2	-6%	-1%	-10%	-2.1
O=C(NCCCn1ccnc1)c1cc(-c2ccc(Br)cc2)on1
    -17%	-2%	-1%	1	0%	-8%	-12%	-2.1
COCC(=O)Nc1ccc2c(c1)[C@@H]1C[C@H](CC(=O)NCc3cccc(F)c3)O[C@@H](CO)[C@@H]1O2
    0%	4%	12%	-1	0%	.	-9%	-1.3
Cc1ccc(S(=O)(=O)N2CCOCC2)cc1NC(=O)COC(=O)CNC(=O)c1ccc(Cl)cc1Cl
    -23%	1%	-20%	0	0%	-4%	-4%	1.6
Cn1c(NCCN2CCOCC2)nc2c1c(=O)n(Cc1cccc(Cl)c1)c(=O)n2C
    0%	10%	-1%	7	-5%	-1%	-6%	-1.7
CC1(C)CC(=O)c2sc(NC(=O)Cc3cccs3)nc2C1
    -8%	-4%	-2%	-2	4%	0%	-13%	1.7
COC(=O)c1ccccc1NC(=O)c1cccc(COc2ccccc2Cl)c1
    -2%	5%	7%	15	4%	0%	5%	1.2
Cc1cc2occ(CC(=O)N(CCC(C)C)c3c(N)n(Cc4ccccc4)c(=O)[nH]c3=O)c2cc1C
    -12%	54%[activator]	-13%	5	10%	3%	-6%	-10.0
COc1cccc(CNC(=O)CCC(=O)N2CC(C)Oc3ccccc32)c1OC (stereo not drawn)
    -1%	-8%	14%	0	-6%	1%	-2%	0.9
CN(C(=O)c1ccccc1)C(=O)c1ccccc1
    -11%	-15%	0%	3	-2%	.	1%	-4.7
Cc1ccc(S(=O)(=O)NCC2CCCO2)cc1[N+](=O)[O-] (stereo not drawn)
    -24%	-3%	-23%	4	-5%	3%	-20%	-0.9
CN(C)c1cccc(C(=O)N/N=C/c2ccoc2)c1
    -10%	8%	-3%	?	12%	.	2%	0.1
